Screening data: PubChem BioAssay, several laboratories
PrPC TRFRET: inhibitors of human cell surface prion protein PrPC; P04156; TR-FRET read-out; inhibition, % at 13.8 µM; actives 0.43% (n = 370,000); in the data active = inhibition above about 24%; also: 0% = median of the test wells and 100% = reference compound wells
TcdB GH inh: TcdB glycohydrolase inhibition | TcdB glycohydrolase enzymatic assay, plate reader | actives 0.24% (n = 350,000) | P18177 | AID 652162 | inhibition, % at 9.99 µM; in the data active = inhibition above about 10%
Target sequence (P18177 whole entry, looked up): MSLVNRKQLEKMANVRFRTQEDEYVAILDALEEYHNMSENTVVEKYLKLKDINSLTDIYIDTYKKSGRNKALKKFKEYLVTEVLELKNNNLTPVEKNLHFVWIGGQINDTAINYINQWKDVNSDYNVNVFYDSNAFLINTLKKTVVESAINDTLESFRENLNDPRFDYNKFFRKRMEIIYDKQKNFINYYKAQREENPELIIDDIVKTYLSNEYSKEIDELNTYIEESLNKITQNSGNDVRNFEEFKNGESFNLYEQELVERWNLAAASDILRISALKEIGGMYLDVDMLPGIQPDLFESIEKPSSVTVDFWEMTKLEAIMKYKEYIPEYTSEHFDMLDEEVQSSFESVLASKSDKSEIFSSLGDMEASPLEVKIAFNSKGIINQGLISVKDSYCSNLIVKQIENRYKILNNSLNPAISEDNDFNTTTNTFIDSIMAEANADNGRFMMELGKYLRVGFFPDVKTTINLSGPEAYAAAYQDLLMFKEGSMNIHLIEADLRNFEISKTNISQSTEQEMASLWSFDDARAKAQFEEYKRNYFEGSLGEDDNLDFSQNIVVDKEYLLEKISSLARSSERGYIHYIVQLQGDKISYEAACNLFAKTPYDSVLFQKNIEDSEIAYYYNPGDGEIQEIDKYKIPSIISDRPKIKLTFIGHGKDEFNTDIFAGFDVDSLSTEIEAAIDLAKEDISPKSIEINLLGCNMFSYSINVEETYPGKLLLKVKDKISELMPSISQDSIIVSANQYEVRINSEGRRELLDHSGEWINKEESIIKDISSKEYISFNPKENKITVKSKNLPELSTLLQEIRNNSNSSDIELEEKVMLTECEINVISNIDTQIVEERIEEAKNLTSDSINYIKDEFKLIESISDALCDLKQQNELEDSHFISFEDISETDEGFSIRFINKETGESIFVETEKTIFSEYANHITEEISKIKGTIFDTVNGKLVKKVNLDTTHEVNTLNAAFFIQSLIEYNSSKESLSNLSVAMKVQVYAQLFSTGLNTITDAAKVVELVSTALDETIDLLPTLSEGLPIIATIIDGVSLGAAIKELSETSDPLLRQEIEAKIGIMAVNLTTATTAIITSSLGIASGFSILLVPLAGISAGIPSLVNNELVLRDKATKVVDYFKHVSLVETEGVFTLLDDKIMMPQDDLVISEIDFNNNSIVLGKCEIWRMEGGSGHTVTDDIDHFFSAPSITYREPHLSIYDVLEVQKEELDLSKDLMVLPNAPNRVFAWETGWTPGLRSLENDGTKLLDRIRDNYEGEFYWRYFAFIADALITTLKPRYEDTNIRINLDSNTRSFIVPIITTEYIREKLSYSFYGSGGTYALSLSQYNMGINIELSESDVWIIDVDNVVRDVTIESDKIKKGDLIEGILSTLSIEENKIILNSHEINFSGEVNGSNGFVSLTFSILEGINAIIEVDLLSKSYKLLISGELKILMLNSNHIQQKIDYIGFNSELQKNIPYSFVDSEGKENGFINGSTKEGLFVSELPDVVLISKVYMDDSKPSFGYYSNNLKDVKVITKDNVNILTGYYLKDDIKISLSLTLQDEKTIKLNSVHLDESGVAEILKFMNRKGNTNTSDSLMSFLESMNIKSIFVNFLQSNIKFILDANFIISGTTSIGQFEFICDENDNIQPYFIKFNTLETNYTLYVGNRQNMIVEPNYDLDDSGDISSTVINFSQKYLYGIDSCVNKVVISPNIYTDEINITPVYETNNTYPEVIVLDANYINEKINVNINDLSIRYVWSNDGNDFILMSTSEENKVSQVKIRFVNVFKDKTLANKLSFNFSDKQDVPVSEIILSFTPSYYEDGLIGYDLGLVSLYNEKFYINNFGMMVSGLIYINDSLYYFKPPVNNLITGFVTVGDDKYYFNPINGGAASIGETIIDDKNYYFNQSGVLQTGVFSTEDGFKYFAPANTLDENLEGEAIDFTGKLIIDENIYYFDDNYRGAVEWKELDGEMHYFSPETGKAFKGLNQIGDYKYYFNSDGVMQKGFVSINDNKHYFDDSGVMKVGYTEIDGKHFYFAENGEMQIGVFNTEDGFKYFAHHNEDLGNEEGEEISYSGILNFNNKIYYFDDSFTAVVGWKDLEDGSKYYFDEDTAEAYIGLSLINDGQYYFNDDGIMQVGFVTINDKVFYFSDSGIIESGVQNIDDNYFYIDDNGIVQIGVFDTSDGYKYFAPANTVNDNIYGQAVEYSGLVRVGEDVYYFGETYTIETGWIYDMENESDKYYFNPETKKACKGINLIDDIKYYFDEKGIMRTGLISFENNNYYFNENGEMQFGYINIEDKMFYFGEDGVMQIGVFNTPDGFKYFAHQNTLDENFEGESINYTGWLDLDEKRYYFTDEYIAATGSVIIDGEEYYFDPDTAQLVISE
Rv3671c protease: Rv3671c (M. tuberculosis) protease inhibition. P9WHR9. actives 0.048% (n = 320,000). inhibition, % at 5.96 µM; in the data active = inhibition above about 38%;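 also: extracellular domain of Rv3671c used as enzyme; 0% = enzyme with DMSO and 100% = no enzyme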
BH1578 lux ind: induces V. cholerae light production without autoinducers; actives 0.16% (n = 350,000); activation, % at 18.7 µM; AID 588436; V. cholerae BH1578 lux reporter, luminescence, 6 h; in the data active = activation mostly above about 9.7%, no sharp cut-off; also: not every result past the cut was called active; inactives centre near 0; reference of the scale not given here
SSB-PriA inh: inhibitors of Klebsiella pneumoniae PriA binding to SSB C-terminal tail. AlphaScreen SSBct-PriA binding, biotinylated peptide. inhibition, % at 33 µM. actives 0.6% (n = 430,000). AID 1272365; in the data active = inhibition mostly above about 37%, no sharp cut-off; inactive = mostly below about 20%;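 also: plate controls were negative control peptide for no effect and reference peptide for full effect; strong numbers were not always called active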
Y pestis TopoI: inhibitors of Yersinia pestis topoisomerase I. Y. pestis Topo-I cleavage product accumulation, plate reader. activity, % at 10 µM. actives 0.064% (n = 360,000). AID 504884; in the data active = activity above about 50%, passing the limit was not always enough; also: inactives centre near 2
DUSP3 inh: blocks human VHR1 dual specificity phosphatase | AID 1654 | recombinant VHR phosphatase, pNPP absorbance | inhibition, % at 13.3 µM | actives 0.52% (n = 290,000) | P51452; in the data active = inhibition above about 50%; also: some compounds called inactive have numbers as strong as hits
MazEF act: increases E. coli MazEF RNase cleavage of RNA; FAM/BHQ RNA-DNA oligo cleavage fluorescence, 5 h; activation, % at 20 µM; actives 0.32% (n = 350,000); AID 504720; in the data active = activation above about 50%
SARS 3CLpro inh: SARS-CoV 3CLpro protease inhibition; inhibition, % at 6 µM; recombinant SARS-CoV 3CLpro, quenched FRET peptide cleavage; actives 0.14% (n = 290,000); AID 1706; in the data active = inhibition above about 12%
CCHF vOTU inh: CCHFV vOTU protease inhibition | Pep-AMC fluorescence | inhibition, % at 11.5 µM | actives 0.55% (n = 370,000); in the data active = inhibition above about 30%; also: 0% = vehicle wells with enzyme and 100% = no enzyme wells
The depositor's hits bear a star; i = inactive; nt = not tested or not shown; & = joins results of further samples. Only part of the results is shown; the hit share may differ from the screen's.

SMILES	PrPC TRFRET	TcdB GH inh	Rv3671c protease	BH1578 lux ind	SSB-PriA inh	Y pestis TopoI	DUSP3 inh	MazEF act	SARS 3CLpro inh	CCHF vOTU inh
CC(=O)c1cc2c(=O)c3cc(C)ccc3oc2nc1C	1	nt	3	0.7	0	1	6	3	1	15
O=C(N/N=C\c1ccc(OC(=O)c2ccco2)cc1)c1ccc(Cl)cc1	-1	2.3	-3	-0.3	nt	0	20	-2	0	1
COc1ccc(OC)c(S(N)(=O)=O)c1	2	nt	2	-1.2	-7	-8	-10	-2	2	-1
FC(F)(F)c1cnc(C(c2ccccn2)c2ncn[nH]2)c(Cl)c1 (configuration not stated)	2	1.5	0	-0.2	77*	-18	17	10	-2	-3
CCN(CC)S(=O)(=O)c1ccc(NC(=O)c2cnccn2)cc1	9	-2.7	2	-0.3	3	2	6	11	-4	0
COc1ccc(C(NC(=O)C(C)C)c2c(O)ccc3ccccc23)cc1 (configuration not stated)	11	1.1	-9	-0.8	-7	-11	4	0	2	6
COc1ccc(-c2ccc(NS(=O)(=O)c3cccc([N+](=O)[O-])c3)cc2)nn1	-5	-8.4	0	-0.2	2	2	13	-7	5	11
COc1ccc(OC)c(C(=O)c2ccccc2)c1	-5	0.0	2	-0.5	-13	5	18	-1	-2	12
Cc1ccc(Cn2c(C(C)Nc3nc(-c4ccc(F)cc4)cs3)nc3cc(Cl)c(Cl)cc32)cc1 (configuration not stated)	10	0.1	-10	0.0	6	4	nt	-30	nt	3
CC(OC(=O)CCCCCN=C1NS(=O)(=O)c2ccccc21)C(=O)Nc1cc(Cl)cc(Cl)c1 (configuration not stated)	11	nt	-91	i	-1	20	-3	-3	8	10
O=C(NCc1ccc2c(c1)OCO2)NC12CC3CC(CC(C3)C1)C2	10	0.8	-8	-0.6	2	-8	12	3	5	-6
CCOC(=O)C1CCN(C(=O)c2ccc(Cl)c(Cl)c2)CC1	4	nt	-1	-1.0	-28	5	-1	-4	-1	12
COc1ccc2nc(NC(=O)c3cccs3)sc2c1	27*	1.0	-9	-1.1	-6&-2	-1	21	2	1	-2
CCN(CC)CCNC(=O)/C(=C/c1cn(CC)c2ccccc12)NC(=O)c1cc(OC)c(OC)c(OC)c1	-11	3.1	-1	i	8	-3	-8	15	3	16
O=C(NC1CC1)c1cccc2c1C(=O)c1ccc(N3CCC(Cc4ccccc4)CC3)cc1S2(=O)=O	-2	0.9	-22	i	-10	38	nt	-416	nt	7
COc1ccc(N2CCN(CCNC(=O)CCN3C(=O)COc4ccccc43)CC2)cc1	-10	nt	-2	i	-14	-3	-12	1	-2	5
COCCNC(=O)/C(C#N)=C/c1cc(C(C)C)c(OC)cc1C	-9	1.9	7	-0.1	0	14	26	-3	3	15
O=C1CN(C(=O)COC(=O)c2cccs2)c2ccccc2N1	-1	-0.6	-6	i	-12	-2	nt	-4	nt	3
CC(C)CCN1CCNC(=O)C1CC(=O)Nc1ccc(F)cc1 (configuration not stated)	-2	nt	-2	-0.7	-15	1	-4	3	2	9
COc1ccc(CN2C[C@]3(CO)O[C@@H](CO)C[C@@H]3S2(=O)=O)cc1	7	0.0	nt	0.9	3	1	nt	5	nt	10
O=C(c1ccco1)N(CCC(c1ccccc1)c1ccco1)Cc1ccccc1 (configuration not stated)	5	0.8	-3	-0.4	-2	-1	-7	-5	2	6
C=CCNC(=S)NNC(=O)c1cccn(Cc2ccc(Cl)c(Cl)c2)c1=O	-6	nt	6	-0.3	11	0	18	-3	-1	-14
COc1ccc(C(=O)NC(C)c2ccccc2)cc1Br (configuration not stated)	6	0.7	-11	-0.5	-4	5	-11	-20	-2	8
COc1cc(O)sc1C=Nc1ccc(Cl)cc1	-4	3.3	-5	i	0	-6	9	-2	-1	-3
O=C(NC1CCN(S(=O)(=O)c2cccc(F)c2)CC1)c1cccc(F)c1	4	0.0	nt	i	4	-2	-12	5	4	-12

Profiles as entered above. Values in the order: PrPC TRFRET	TcdB GH inh	Rv3671c protease	BH1578 lux ind	SSB-PriA inh	Y pestis TopoI	DUSP3 inh	MazEF act	SARS 3CLpro inh	CCHF vOTU inh
Profile of CC(OC(=O)CCCCCN=C1NS(=O)(=O)c2ccccc21)C(=O)Nc1cc(Cl)cc(Cl)c1 (configuration not stated) = 11	nt	-91	i	-1	20	-3	-3	8	10
Profile of O=C(N/N=C\c1ccc(OC(=O)c2ccco2)cc1)c1ccc(Cl)cc1 = -1	2.3	-3	-0.3	nt	0	20	-2	0	1
Profile of CC(C)CCN1CCNC(=O)C1CC(=O)Nc1ccc(F)cc1 (configuration not stated) = -2	nt	-2	-0.7	-15	1	-4	3	2	9

Later entries
SMILES	PrPC TRFRET	TcdB GH inh	Rv3671c protease	BH1578 lux ind	SSB-PriA inh	Y pestis TopoI	DUSP3 inh	MazEF act	SARS 3CLpro inh	CCHF vOTU inh
COc1cc(CC(=O)NCc2ccccn2)cc(OC)c1OC	3	nt	5	i	1	2	15	-11	-1	2
CN(Cc1ccccc1)C(=O)CNC(=O)Cn1cnc2ccccc2c1=O	3	nt	3	-0.5	-17	-3	-8	17	4	6
Cc1nc(NC(=O)COC(=O)C(C)NC(=O)c2ccccc2)c(Cl)cc1Cl (configuration not stated)	0	-1.3	9	i	-5	3	nt	1	nt	-9
Cc1ccccc1C(=O)NCCOc1ccccc1Cl	1	1.2	4	-0.3	-8	-6	10	9	4	4
CCN(CC)c1ccc(/C=N/NC(=O)c2nnn(-c3nonc3N)c2CN(C)C2CCCCC2)cc1	-9	0.8	nt	-3.0	nt	-7	nt	-20	nt	8
Cc1cc(C)c(OCC(=O)N(Cc2cccs2)C2CCS(=O)(=O)C2)c(C)c1 (configuration not stated)	-7	0.8	7	0.6	5	23	20	3	-3	7
COc1ccccc1NC(=O)Cc1cccc2ccccc12	-2	0.3	-2	2.7	-18	5	-8	-2	5	-2
CCOc1ccc(-c2cc(C(=O)N/N=C/c3ccc(O)cc3)c3ccccc3n2)cc1	3	0.1	-81	-0.1	nt	-1	nt	1	nt	12
COC(=O)C1=C(c2ccc(OC(F)(F)F)cc2)C[C@@H]2CC[C@H]1N2C(=O)NCc1ccc(F)cc1	16	0.0	-1	i	-10	1	nt	-3	nt	24
O=C(c1ccc(Br)o1)N1CCN=C1SCc1cccc(F)c1	5	0.5	2	-0.2	-12	4	8	10	-1	-2
O=C1CCc2cc(S(=O)(=O)N3CCN(Cc4ccc5c(c4)OCO5)CC3)ccc2N1	-3	nt	1	-7.0	-8	-7	30	11	-7	1
Cc1cccc(N2CCN(C(=O)c3cc(S(=O)(=O)N4CCCC4)cn3C)CC2)c1C	24*	0.1	-7	-0.2	-5	26	2	6	-2	-4
O=C(CSc1ncn[nH]1)Nc1nc(-c2ccccc2)cs1	8	nt	-9	i	-17	-2	35	5	-1	6
Cc1ccc(S(=O)(=O)Nc2cccc(C(=O)NCC(c3ccco3)N(C)C)c2)cc1F (configuration not stated)	-3	2.0	0	i	-12	3	nt	-1	nt	1
Cc1sc2ccccc2[n+]1CC(=O)c1ccccc1	nt	nt	-8	-0.6	13	17	-10	-2	-2	nt
Cc1cc(CNC(=O)c2cc(COc3c(F)cccc3F)on2)nn1C	0	0.5	3	i	-7	-3	44	-1	5	-12
CCOC(=O)n1c(=O)oc2cc(S(=O)(=O)N3CCCCC3)ccc21	nt	1.0	-2	i	-26	5	35	0	0	nt
Cc1ccccc1C(=O)Nc1ccccc1N1CCCCC1	-5	1.0	-6	i	-6	15	31	4	-2	-11
C[C@H]1CN([C@@H](C)CO)C(=O)CCCn2nncc2CO[C@H]1CN(C)S(C)(=O)=O	8	0.7&0.7&-0.5	nt	-0.1	nt	1	nt	3	nt	-3
COc1cc(NC(=O)C2(C)CCCN2C(=O)C(C)C)cc(OC)c1OC (configuration not stated)	4	0.2	nt	-1.2	nt	0	nt	nt	nt	-2
COC(C)(C)[C@H](O)COc1c2ccoc2cc2oc(=O)ccc12	0	1.4	0	1.2	-8	-3	1	-4	2	10
CC(=O)Nc1ccc(C(=O)NCCN2CCOCC2)cc1	-5	-4.4	2	1.0	3	0	-7	2	0	-6
Cc1ccc(N)cc1NC(=O)CN1CCOCC1	5	-0.4	-6	0.3	-3	22	21	10	-9	1
N#Cc1ccccc1NC(=O)CSc1cn[nH]n1	-2	1.5	-2	0.3	-3	3	19	10	-2	1
COc1ccccc1C(=O)NNC(=O)C(=O)NC(C)C	8	0.8	0	i	-11	2	-5	-22	-1	-5
More results
SMILES	PrPC TRFRET	TcdB GH inh	Rv3671c protease	BH1578 lux ind	SSB-PriA inh	Y pestis TopoI	DUSP3 inh	MazEF act	SARS 3CLpro inh	CCHF vOTU inh
CC(NC(=O)c1ccc(-c2ccccc2)cc1)C(c1ccccc1)N1CCOCC1 (configuration not stated)	-7	0.4	-2	i	-1	-2	nt	3	nt	-13
O=C(C1CCCO1)N(c1cccc(Cl)c1)C1C=CS(=O)(=O)C1 (configuration not stated)	-2	0.7	2	i	0	6	-8	0	-4	-10
CC1CC(C)CN(C(=O)CNS(=O)(=O)c2ccc(Br)s2)C1 (configuration not stated)	-5	nt	-5	1.6	-3	5	20	-6	3	6
CN(C)c1nc(OCCOC(=O)COc2ccc(Cl)cc2Cl)nc(N(C)C)n1	3	nt	-5	-1.0	-17	0	-8	-9	-4	4
O=C(CCc1nnc2ccc(NCc3ccccc3)nn12)N1CCC2(CC1)OCCO2	-6	0.2	1	-0.1	-16	4	12	6	3	-3
C/C(=N/NC(=O)CNC(=O)C(c1ccccc1)c1ccccc1)c1ccco1	-2	0.4	1	-0.7	nt	-5	22	14	6	-11
CCOP(=O)(OCC)C(NC(=O)Nc1ccc(C)c(Cl)c1)c1ccccc1 (configuration not stated)	6	1.3	-11	i	0	-6	-17	0	5	2
CNCC(=O)N1CCN(c2ncc(C(F)(F)F)cc2Cl)CC1	1	1.4	-2	-0.4	-6	-1	19	-107	-1	-13
CCOc1ccccc1CNC(=O)C1CCN(c2nnc(C)c3c(C)n(-c4ccc(C)cc4)nc23)CC1	0	0.3	-1	0.7	-5	38	13	30	-1	19
C=CCNC(=O)Nc1ccc2oc(C)nc2c1	-1	nt	-2	i	-6	10	18	3	2	0
O=C(COC(=O)c1cc(-c2ccco2)nc2ccccc12)NCc1ccccc1	-1	nt	-6	i	7	1	20	5	4	14
O=C(O)c1ccc(CSc2nc3ccccc3o2)cc1	3	nt	-5	i	-12	5	21	-5	0	-4
C=CCNC(=O)COc1coc(CN2CCN(Cc3ccccc3)CC2)cc1=O	-2	-0.1	7	0.4	-9	-6	-9	7	3	-2
COc1ccc(Nc2nnc(SC(C(=O)Nc3ccc(OC)c(Cl)c3)c3ccccc3)s2)cc1 (configuration not stated)	-4	2.1	-31	-1.1	14	-9	5	15	2	14
COC(=O)c1cc(C(=O)c2cc(F)ccc2O)cn2c(=O)c3c(C)c(C)sc3nc12	0	1.5	-22	2.8	-6	2	-8	-6	-2	2
CCn1c(=O)cc(OCC(=O)NCC2CCCO2)c2ccccc21 (configuration not stated)	-1	nt	-2	-0.8	-2	3	29	-5	-1	10
CCOc1ccc(NC(=O)NCCN2CCN(c3cccc(C)c3C)CC2)cc1	-5	-0.4	3	i	6	10	-5	-2	-2	-17
CCOc1ccc(CCNC(=O)CSCc2ccc(C)cc2)cc1OCC	1	3.1	1	i	3	4	0	1	-2	11
O=C(COC(=O)/C=C/c1cccc(Cl)c1)NC1CC1	4	0.3	2	0.2	2	3	nt	4	nt	-14
Cc1csc(C2=C(O)CN(c3ccc4c(c3)OCCOCCOCCOCCO4)C2=N)n1	-6	nt	nt	-0.3	-6	0	-15	13	1	0
Cc1ccccc1Oc1cc(-n2ncc(Cl)c(Cl)c2=O)ncn1	-4	0.3	-8	-0.5	-4	7	15	3	-5	0
CC(C)CN1C(=O)CC(Sc2ccccc2C(=O)O)C1=O (configuration not stated)	6	nt	-2	i	-2	0	30	4	2	-4
COc1ccc(/C=N/NC(=O)c2ccc(Cn3cc([N+](=O)[O-])cn3)o2)c(OC)c1C	3	nt	-4	-0.9	nt	4	34	6	-4	24
